Compound activity as filed in PubChem.
Peg3 imprint = induces erasure of genomic imprints in mouse ES cells | Potency, µM (highest dose often 60.7 µM), without a hit: at the highest dose activity change, positive = activation, most hits filed as activators | mouse ES Peg3-LacZ reporter, beta-gal luminescence, 40 h | 110,000 compounds, 0.02% hits;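 further: 0% = negative control wells on the plate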
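Imprint erasure is scored as LacZ activity from the silenced maternal Peg3 allele in feeder-free female ES cells cultured 40 h with LIF. Luminescence is normalized to in-plate negative controls and fitted to the Hill equation.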
IkB sig inh = inhibitors of IkB signaling in ABC-DLBCL cells. ABC-DLBCL IkBa-CBG/CBR dual luciferase ratio, 4 h; response scale: scaled: untreated 0%, proteasome inhibitor 100%. Potency, µM (doses to about 57.1 µM), without a hit: at the highest dose IkBa stabilization activation. 110,000 compounds, 0.04% hits. AID 445; active means well fitted curve in the direction sought with a large enough effect in the signal ratio, not every such curve was filed as active; inconclusive means small, poorly fitted or top-dose-only effect, or a change in a side signal; the % refers to the signal ratio;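 further: the direction sought is a rising ratio; 0% = basal untreated cells and 100% = reference inhibitor full response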
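In this assay, an IκBα–CBG68 fusion accumulates when IKK-driven degradation is blocked; native CBR normalizes for cell number. OCI-Ly3 cells were treated 4 h with compound and doxycycline, then green and red light read after Chroma-Glo addition.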
p53ts 39C tox = cytotoxicity in p53ts cells at nonpermissive temperature | H1299-p53A138V viability at 39C, ATP luminescence, 24 h | Potency, µM (top dose mostly 46.1 µM), inactives show at the highest dose activity change, negative = cell killing, most hits filed as cytotoxic | AID 902 | 130,000 compounds, 1.5% hits; further: nearly all actives have a fitted effect of over 55% in size
p53ts 32C kill = cytotoxicity in p53ts cells at permissive temperature; H1299-p53A138V at 32C, ATP luminescence viability, 24 h; Potency, µM (doses to about 46.1 µM), for inactives: at the highest dose activity change, negative = cytotoxicity, actives largely listed as cytotoxic; 130,000 compounds, 0.93% hits; AID 924;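 further: 0% = DMSO and -100% = full killing by reference compound; nearly all actives have a fitted effect of over 55% in size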
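H1299-p53 A138V cells (temperature-sensitive p53) exposed 24 h to up to 46 uM compound at 32C, where p53 is wild-type in conformation. Viability read as ATP luminescence and normalised to DMSO and 100 uM tamoxifen. AC50 fitted with the Hill equation.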
Active calls of the source: *; ? = inconclusive; · = no result given; [ ] = another dose, or the depositor's remark. Unless noted, the call rests on the fitted dose curve; in most records, active means well fitted curve in the direction sought with a large enough effect; inconclusive means small, poorly fitted or top-dose-only effect, or another doubt; inactive means no such curve, though single readings can be large; an effect the other way counts as inactive or inconclusive. Unless noted, on the % scale 0 is the no-effect control and ±100 the full control effect; potency means the concentration at half of the fitted maximal effect.

Values run as follows: p53ts 39C tox | IkB sig inh | p53ts 32C kill | Peg3 imprint
- CCOC(=O)c1ccc(N2C(=O)c3n[nH]c(-c4ccco4)c3C2c2cccc(F)c2)cc1 (configuration not stated)
    ? | ? | ? | 12%[10.9 µM]
- CCC(c1nnnn1Cc1ccco1)N(CCN1CCOCC1)Cc1cc2cc(C)ccc2[nH]c1=O (configuration not stated)
    6% | 0.6% | -4% | -5%
- COc1ccc(OC)c(NC(=O)C2CCN(c3ncccn3)CC2)c1
    6% | -0.3% | 3% | 1%
- Cc1ccc(-c2cn3c(n2)sc2cc(C(=O)NCc4cccs4)ccc23)c(C)c1
    -17% | -0.9% | 20% | 5%[10.9 µM]
- COc1ccc(C(O)C(CN2CCOCC2)c2ccccc2)cc1F (configuration not stated)
    -4% | -0.5% | -6% | -5%
- O=C(CCN1N=C(c2ccccc2)CCC1=O)NCCc1ccc(Cl)cc1
    -9% | 5.5% | 10% | -9%[10.9 µM]
- CC(C)NC(=O)N1CC[C@@]2(CCCN(C(=O)c3cccn3C)C2)C1
    4% | 0.1%[11.4 µM] | 5% | ·
- COc1ccccc1CCNC(=O)C1CCN(c2nc3ccccc3nc2C(F)(F)F)CC1
    1% | -2.5% | -2% | -12%[10.9 µM]
- COc1ccc(-c2c(C)nn3c(C(F)(F)F)cc(C)nc23)cc1OC
    -5% | ? | 6% | -12%[10.9 µM]
- Cc1ccc(S(=O)(=O)N2CCC(C(=O)N[C@@H](C)C(=O)NCc3ccccc3)CC2)cc1
    3% | 2.0% | 3% | 3%
- CCCCn1ccnc1C(=O)c1ccc(S(=O)(=O)N(CCOC)CCOC)cc1
    -1% | 0.0% | 13% | -11%
- CCC(C)N1C(=O)CCC1C(=O)NCc1ccc2c(c1)OCO2 (configuration not stated)
    11% | -3.5% | 0% | -5%
- COc1cc(NC(=O)CSc2nc(-c3ccco3)cc(C(F)(F)F)n2)cc(OC)c1OC
    -5% | 8.4% | -7% | -16%[10.9 µM]
- COc1ccccc1C(=O)N1CCC(c2c[nH]c3ccccc23)(c2c[nH]c3ccccc23)CC1
    -21% | 2.5% | 21% | 28%[10.9 µM]
- CC(C)CNC(=O)C1CCCN(S(=O)(=O)c2ccc(-n3cnnn3)cc2)C1 (configuration not stated)
    6% | 0.7% | 0% | -4%
- O=C(NCc1ccco1)C(c1ccco1)N(Cc1cccs1)C(=O)Cn1nnc2ccccc21 (configuration not stated)
    16% | · | 18% | ·
- Nc1c(Br)cc(Br)cc1CNC1CCC(O)CC1 (configuration not stated)
    -11% | 0.4%[25.6 µM] | -9% | -5%
- N[C@@H](Cc1cc(CP(=O)(O)O)cc(-c2ccccc2Cl)c1)C(=O)O
    4% | 0.2% | -8% | -6%
- Cn1c(N)c(C(=O)COC(=O)c2cc(C3CC3)nc3ccccc23)c(=O)n(Cc2ccccc2)c1=O
    -5% | · | -10% | -5%
- CC(C)(C)c1ccc(-c2nc(S(=O)(=O)c3ccccc3)c(N3CCOCC3)o2)cc1
    0% | -1.2% | ? | -13%[10.9 µM]

An excerpt from above, reduced to p53ts 32C kill.
SMILES,p53ts 32C kill
CCC(c1nnnn1Cc1ccco1)N(CCN1CCOCC1)Cc1cc2cc(C)ccc2[nH]c1=O (configuration not stated),-4%
O=C(NCc1ccco1)C(c1ccco1)N(Cc1cccs1)C(=O)Cn1nnc2ccccc21 (configuration not stated),18%

(further entries)
Values run as follows: p53ts 39C tox | IkB sig inh | p53ts 32C kill | Peg3 imprint
- COc1ccccc1CCNC(=O)Cc1c(C)c2c(cc(C)c3c(C)coc32)oc1=O
    -1% | 0.5% | 3% | 6%[10.9 µM]
- CCOc1ccc(C(=O)NCCn2cc(SCC(=O)Nc3cc(C)on3)c3ccccc32)cc1
    -27% | ? | -6% | -24%
- Cc1ccc(NC(=O)C2CCC(CNS(=O)(=O)c3cccc4nsnc34)CC2)c(C)c1 (configuration not stated)
    -7% | -0.4% | 2% | -12%[10.9 µM]
- Cc1ccccc1NC(=O)CC(NCc1cccnc1)C(=O)O (configuration not stated)
    8% | 2.2% | 4% | 6%[10.9 µM]
- N#C/C(Cn1c[n+](NC(=O)Nc2ccccc2)cn1)=N/O
    12% | 0.1% | 13% | -7%
- CC1CN(CC(O)COc2ccccc2C(C)(C)C)CC(C)O1 (configuration not stated)
    7% | 1.0% | 4% | -17%
- Cc1ccc(CNC(=O)c2cc3c(s2)-c2ccc(Cl)cc2SC3)cc1
    ? | 0.3% | -18% | -7%[10.9 µM]
- CCN1c2ccccc2NC2N=C(OC)C(c3ccccc3)C21 (configuration not stated)
    13µM* | ? | ? | -25%
- COC(=O)c1ccccc1NC(=O)N1CCC(n2c(C)nc3cccnc32)CC1
    11% | 0.1% | 5% | 4%[10.9 µM]
- NC(=O)c1nn(-c2ccccc2)nc1NC(=O)CN1CCCCC1
    -8% | -0.3% | -12% | -8%
- COc1ccc2[nH]c(C)c(CN3CCCC(C)C3)c(=O)c2c1 (configuration not stated)
    -2% | 1.3% | 8% | 5%
- COc1ccc2cc3cc(C(=O)Nc4ccc5c(c4)OCO5)oc3nc2c1
    1% | -0.5% | -25% | 22%
- COc1cccc(N2CC(NC(=O)Cc3cccs3)CC2=O)c1 (configuration not stated)
    2% | 3.6% | 5% | ?
- O=C(CSc1nnnn1-c1ccccc1)Nc1ccc(Cl)cn1
    -2% | 1.2% | 7% | -13%
- CCOC(=O)c1sc(SCC(=O)Nc2ccc(N(C)C)cc2)nc1N
    ? | ? | ? | -27%
- O=C(Cn1cnc2c(oc3ccccc32)c1=O)N1CCCc2ccccc21
    11% | -0.9% | -6% | 3%
- Cc1ccc(/C=C/C(=O)Nc2ccc3nc(N4CCC(C)CC4)cc(C)c3c2)cc1
    -28% | ? | -9% | -15%[10.9 µM]
- C=CCn1c(COc2cccc3ccc(C)nc23)nnc1SCC(N)=O
    6% | 0.0% | -8% | 11%
- C[C@H]1CN(S(=O)(=O)c2cccc3cnccc23)CCN1
    10% | 0.3% | 8% | ·
- CCOC(=O)CSc1nc(NC#N)nc(N(CC)CC)n1
    16% | · | -2% | ·
- COc1cccc(/C=C/c2nc(C#N)c(N(C)Cc3ccccc3)o2)c1
    -1% | -1.5% | 17% | -13%[10.9 µM]
- O=C1Cc2ccccc2C(c2ccccc2)N1 (configuration not stated)
    0% | 2.1% | 1% | 4%
- OB(O)c1cc2ccccc2s1
    -12% | · | -12% | -4%
- CCOc1ccc(C(=O)Nc2ccc3c(c2)OCO3)cc1OCC
    1% | -6.6% | 5% | -12%
- C=CCNc1nc(-c2cc3ccccc3o2)cs1
    ? | · | 14µM* | ·
- COc1cccc(-c2cc(C(=O)N3CC4(C)CC3CC(C)(C)C4)no2)c1 (configuration not stated)
    -11% | -1.4% | 1% | -6%
- O=C(COC(=O)c1cccnc1)Nc1ccc(F)cc1
    3% | 8.2% | -4% | -5%
- COc1ccc(CNC(=O)c2ccc(NC(=O)N3CCSc4ncccc43)cc2)c(OC)c1
    -3% | ? | 8% | -2%[10.9 µM]
- COc1ccc(-c2ccc(NS(=O)(=O)c3cc(C)c(C)cc3C)cc2)nn1
    -15% | ? | 8% | 2%[10.9 µM]
- O=C(CN(C1CCCCC1)S(=O)(=O)c1ccc(F)cc1)Nc1ccc2c(c1)OCO2
    -5% | · | -1% | ·
- CCOc1ccc(CC(=O)C2C(=O)CCCC2=O)cc1OCC
    -3% | 0.4% | -1% | -1%
- COc1ccc(C(=O)NCc2c(CC(C)C)oc(C)c2C(=O)O)cc1
    8% | -6.9% | 3% | -8%
- Cc1cccc(-c2cc(NC(=O)C(C)(C)C)n(-c3ccccc3)n2)c1
    -15% | -0.3% | -6% | -7%[10.9 µM]
- c1ccc(-c2n[nH]nc2-c2ccccc2)cc1
    13% | -2.5% | 24% | -20%
- COc1cc(OC)c2c(OC)c(-c3ccc4c(c3)OCO4)c(=O)oc2c1
    ? | · | -28% | -25%
- COC(=O)c1c(NS(C)(=O)=O)sc2c1CCCC2
    9% | 2.1% | 5% | -3%
- CCC(C)Sc1nc2c(c(=O)n1C)SC(C)C2 (configuration not stated)
    10% | -5.2% | 5% | -18%
- Cc1[nH]c(=O)[nH]c(=O)c1S(=O)(=O)N(C)Cc1ccccc1
    -8% | 0.7% | 2% | -10%
- COc1ccccc1N1CCN(C(CNC(=O)C(=O)NCCCN(C)C)c2cccnc2)CC1 (configuration not stated)
    -6% | ? | 6% | 10%[10.9 µM]
- Cc1ccc2c(=O)cc(C(=O)Nc3sc4c(c3C(=O)NCC3CCCO3)CCCC4)oc2c1C (configuration not stated)
    24% | -1.5% | -5% | -9%[10.9 µM]
- Cc1oc2ccc(O)c(CN(C)Cc3ccccc3)c2c1C(=O)Nc1cccc(C(F)(F)F)c1
    20µM* | ? | 14µM* | -8%[10.9 µM]
- O=C(NC1CCCCC1)N1CCCC1
    20% | · | 7% | ·
- CCN(CC)c1ccc(NC(=O)CC2Oc3ccccc3NC2=O)c(C)c1 (configuration not stated)
    -21% | 11% | -2% | -16%
- COc1ccccc1NC(=O)C1=C(C)Nc2nnnn2C1c1ccc(C(F)(F)F)cc1 (configuration not stated)
    4% | 6.3% | 7% | 2%[10.9 µM]
- O=C(O)c1cc(-c2ccccc2)nn1Cc1ccccc1
    10% | 2.2% | 5% | -14%[10.9 µM]
- CCC(=O)Nc1cc(-c2cn3cccnc3n2)ccc1OC
    -13% | -0.4% | -4% | -9%[10.9 µM]
- Cc1ccc(C(=O)NCC(=O)OCc2cc(=O)n3c(C)csc3n2)cc1
    -15% | -1.9% | 3% | -9%[10.9 µM]
- CCCCCC(=O)Nc1ccc(S(=O)(=O)Nc2nccnc2OC)cc1
    4% | 1.5% | -2% | -54%[inhibitor]
- COc1ccc(OC)c(NC(=O)C(CCSC)NS(=O)(=O)c2cccs2)c1 (configuration not stated)
    -3% | -0.7% | -1% | -8%[10.9 µM]
- CN(C)c1nc(-c2cccc(C#N)c2)nc2ccccc12
    -15% | -3.8%[11.4 µM] | 1% | -16%
- Cc1cc(Nc2ccc(F)cc2C)n2ncnc2n1
    26% | -1.4% | 2% | -7%
- O=c1cc(CO)oc(CN2CCCC2)c1O
    5% | -0.8% | 6% | -1%
- CN(c1ccccc1C(=O)NCc1ccco1)S(C)(=O)=O
    13% | 1.8% | -3% | -4%
- Cc1cccc(OCCCn2c(CCNC(=O)C3CCCCC3)nc3ccccc32)c1
    ? | ? | 3% | 13%[10.9 µM]
- O=C(c1ccc2c(c1)N(Cc1ccc(F)cc1)C(=O)c1ccccc1S2=O)N1CCOCC1 (configuration not stated)
    -12% | 0.7% | 3% | 13%[10.9 µM]
- CCN1CCn2c3c(c4cc(C)ccc42)CCCC31 (configuration not stated)
    -6% | -3.8% | -14% | -9%
- CCCCNC(=O)CSc1nnc(-c2ccc(S(=O)(=O)N3CCCC3)cc2)n1C
    -9% | · | -5% | ·
- c1csc(-c2nn3c(Cn4nnc5ccccc54)nnc3s2)c1
    4% | -3.1% | 4% | -6%
- COc1ccc(-c2nnc(SCC(=O)c3cc(C)n(Cc4cccs4)c3C)o2)cc1
    -19% | 0.1% | -15% | -6%
- CCn1c(C(=O)NCc2ccc(F)cc2)cc2oc3ccccc3c21
    -26% | -2.1% | ? | 6%[10.9 µM]

Reprinted from the part before: four entries; new compounds follow.
Values run as follows: p53ts 39C tox | IkB sig inh | p53ts 32C kill | Peg3 imprint
- CCCCNC(=O)CSc1nnc(-c2ccc(S(=O)(=O)N3CCCC3)cc2)n1C
    -9% | · | -5% | ·
- c1csc(-c2nn3c(Cn4nnc5ccccc54)nnc3s2)c1
    4% | -3.1% | 4% | -6%
- COc1ccc(-c2nnc(SCC(=O)c3cc(C)n(Cc4cccs4)c3C)o2)cc1
    -19% | 0.1% | -15% | -6%
- CCn1c(C(=O)NCc2ccc(F)cc2)cc2oc3ccccc3c21
    -26% | -2.1% | ? | 6%[10.9 µM]
- Cc1cccc(C(=O)N2c3nc(-c4ccco4)nn3C3(CCCCC3)[C@@H]3CCCC[C@@H]32)c1
    15% | ? | 8% | -2%[10.9 µM]
- COc1ccccc1OCCC(=O)OCCN1C(=O)c2ccccc2C1=O
    -1% | 0.9% | 2% | -4%
- O=C(c1ccc2c(c1)OCO2)N1CCN(c2ccc(Cl)cc2)CC1
    6% | -1.9% | -10% | -15%
- O=C(Nc1cccc(F)c1)[C@@H](c1ccccc1)N1Cc2ccccc2C1=O
    21% | ? | 2% | 7%[10.9 µM]
